FLuc modulator – counter-screen for miR-21 project: firefly luciferase inhibitors or activators | 360,000 tested, 6.9% active | Potency, µM (titrated, usually from 57.5 µM), without a hit: at the highest dose activity change, negative = inhibition, actives largely listed as inhibitors | purified FLuc, Km substrates, luminescence inhibition | P08659; active = well fitted inhibition curve with a large enough effect; inconclusive = small, poorly fitted or top-dose-only effect;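 note: plate controls were vehicle for no effect and reference inhibitor for full effect; nearly all actives have a fitted effect of over 55% in size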
Target sequence (P08659 whole entry, looked up): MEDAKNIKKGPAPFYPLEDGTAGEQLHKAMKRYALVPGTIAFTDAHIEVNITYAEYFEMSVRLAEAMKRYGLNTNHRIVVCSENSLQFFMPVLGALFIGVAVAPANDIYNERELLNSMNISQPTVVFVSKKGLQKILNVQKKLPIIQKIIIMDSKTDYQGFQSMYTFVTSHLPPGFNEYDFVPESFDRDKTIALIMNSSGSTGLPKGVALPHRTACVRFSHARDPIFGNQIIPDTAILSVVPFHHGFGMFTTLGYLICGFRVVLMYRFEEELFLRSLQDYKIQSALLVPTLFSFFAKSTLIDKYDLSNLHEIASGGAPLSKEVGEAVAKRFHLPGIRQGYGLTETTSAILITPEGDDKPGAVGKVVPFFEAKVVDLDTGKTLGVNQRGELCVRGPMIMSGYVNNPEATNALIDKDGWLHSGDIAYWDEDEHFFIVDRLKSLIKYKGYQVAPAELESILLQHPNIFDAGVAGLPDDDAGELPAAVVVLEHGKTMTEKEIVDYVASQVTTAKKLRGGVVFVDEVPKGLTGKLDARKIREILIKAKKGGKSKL
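Purified P. pyralis luciferase (10nM final) with 10uM D-luciferin and 10uM ATP (Km levels) in 50mM Tris acetate pH 7.5, 10mM Mg acetate, 0.01% Tween-20, 0.05% BSA; qHTS 6-point titration, ~60 µM downward; luminescence read.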
Starred values were filed as active, the others as inactive; ? = inconclusive. Potency is the fitted concentration of half-maximal effect. These rows are one share of the data, so the mix of outcomes need not match the whole.

SMILES	FLuc modulator
CCC1=Nc2cc(C(=O)NC3CCC(C)CC3)ccc2Sc2ccc(C)cc21 (centres undefined)	-9.4%
CCOC(=O)c1c(S(=O)(=O)N2CCCC(C(=O)NCc3cccc(OC)c3)C2)c(C)n(C)c1C (centres undefined)	-7.2%
O=C(Nc1ccc(Cl)cc1Cl)c1cc(S(=O)(=O)N2CCc3ccccc32)ccc1F	-7.7%
CCc1cccc(C)c1NC(=O)C(CC)Sc1nncn2c1cc1occc12 (centres undefined)	-1.9%
CCOc1ccc(C(=O)Nc2c(C)nc(Nc3ccccc3)nc2Nc2ccccc2)cc1OCC	-3.8%
COc1ccc(-c2cn3c(n2)sc2cc(C(=O)NCc4cccc(F)c4)ccc23)cc1	7.2%
COc1cccc(-c2nnc(SCC(=O)N(C)C3CCCCC3)o2)c1	-13.6%
CCC(=O)N1CCc2cc(Br)cc(S(=O)(=O)NCCc3ccc(OC)c(OC)c3)c21	-1.7%
CCc1ccc(-n2nc(C)c3c(C)cc(=O)n(CC(=O)Nc4ccc(C(C)=O)cc4)c32)cc1	2.9%
CCCCNC(=O)c1cnc2sc(N3CCCCCC3)nn2c1=O	-1.2%
Cc1cc(Br)ccc1NC(=O)C1CCN(S(=O)(=O)c2cccc3nsnc23)CC1	-7.9%
Cc1cccc(OCCCCn2nnc3sc4c(c3c2=O)CCC(C)C4)c1 (centres undefined)	1.3%

Shown as a markdown table: seven of the compounds above.
| SMILES | FLuc modulator |
| --- | --- |
| CCc1ccc(-n2nc(C)c3c(C)cc(=O)n(CC(=O)Nc4ccc(C(C)=O)cc4)c32)cc1 | 2.9% |
| CCC1=Nc2cc(C(=O)NC3CCC(C)CC3)ccc2Sc2ccc(C)cc21 (centres undefined) | -9.4% |
| CCCCNC(=O)c1cnc2sc(N3CCCCCC3)nn2c1=O | -1.2% |
| CCC(=O)N1CCc2cc(Br)cc(S(=O)(=O)NCCc3ccc(OC)c(OC)c3)c21 | -1.7% |
| O=C(Nc1ccc(Cl)cc1Cl)c1cc(S(=O)(=O)N2CCc3ccccc32)ccc1F | -7.7% |
| CCOc1ccc(C(=O)Nc2c(C)nc(Nc3ccccc3)nc2Nc2ccccc2)cc1OCC | -3.8% |
| CCc1cccc(C)c1NC(=O)C(CC)Sc1nncn2c1cc1occc12 (centres undefined) | -1.9% |

Carrying on.
SMILES	FLuc modulator
CC(C)c1ccc(C2=CC(c3cccc(Cl)c3)n3ncnc3N2)cc1 (centres undefined)	-16.3%
COc1cccc(CNC(=O)CCS(=O)(=O)c2cc3c4c(c2)CCN4C(=O)CC3)c1	-4.7%
Cc1cc(C)c(Cn2c(=O)n(CCCCC(=O)NCc3ccccc3Cl)c(=O)c3ccccc32)c(C)c1	-4.2%
Cc1c(Cl)cccc1NC(=O)CSc1ncc(S(=O)(=O)c2ccc(C(C)C)cc2)c(=O)[nH]1	7.57µM*
COc1ccc(Cl)cc1NC(=O)CSC1=Nc2ccccc2C2=NC(CC(=O)NC3CCCCC3)C(=O)N12 (centres undefined)	-2.9%
CC(C)c1ccc(S(=O)(=O)c2nnn3c2nc(NCCc2ccccc2)c2sccc23)cc1	-5.8%
Cc1ccn2c(=O)cc(COc3ccc(NC(=O)COc4ccc(Cl)cc4)cc3)nc2c1	4.6%
CCn1cc(C(=O)NCc2ccc(C)cc2)c(=O)c2cc(S(=O)(=O)N3CCCCCC3)ccc21	-13.4%
O=C(Nc1ccc(Cl)c(Cl)c1)N(Cc1c[nH]c2ccccc12)C1CCCCC1	-6.2%
Cc1ccc(N2CCN(c3c(CN4CCCC4)c(=O)oc4ccccc34)CC2)c(C)c1	-0.9%
Cn1nc(C(=O)NCc2ccc(Cl)cc2)c2c1-c1ccccc1SC2	2.6%
Cc1ccc(NC(=O)c2ccc(CNS(=O)(=O)c3ccc4c(c3)C(C)(C)C(=O)N4C)cc2)cc1	-1.0%
COc1ccc(NC(=O)CN2C(=O)CCc3cc(S(=O)(=O)N4CCOCC4)ccc32)c(OC)c1	-5.0%
Cc1ccc2c(c1)N(C(=O)c1ccc(F)cc1)C(C)(C)CC2(C)c1ccccc1 (centres undefined)	-2.1%
Cn1c(SCc2ccc(F)cc2)nc2ccc(C(=O)NCc3ccc(F)cc3)cc21	2.4%
CC(C)NC(=O)N1[C@H](c2cccs2)[C@@H](C)C(=O)[C@@H](C)[C@@H]1c1cccs1	-5.4%
Cc1nc2nc(NC(=O)c3ccc(Cl)cc3)[nH]n2c(=O)c1Cc1ccccc1	?
CNS(=O)(=O)c1cn(CC(=O)Nc2cccc(C(F)(F)F)c2)cc1S(=O)(=O)NC	-0.3%
Cc1cc(C)cc(OC(C)C(=O)Nc2c(C(=O)c3ccccc3)oc3ccccc23)c1 (centres undefined)	0.5%
COc1ccc(CCN2C(=O)c3[nH]nc(-c4ccccc4O)c3C2c2ccc(OC)c(OC)c2)cc1 (centres undefined)	4.1%
O=C(NCCc1ccccc1)c1cc(Sc2cccc(Cl)c2)nc2ccccc12	2.4%
CCn1c(=O)c2sccc2n2c(CCCC(=O)N3CCN(c4cc(C)ccc4C)CC3)nnc12	0.8%
Cc1ccccc1-n1nc(CO)c(C(=O)NCC(c2ccccc2)c2ccccc2)n1	-0.3%
O=C(CN1C(=O)c2ccccc2Sc2ccc(C(=O)N3CCOCC3)cc21)Nc1ccc(Cl)cc1F	-2.1%
O=C(CCn1ccc2cc(S(=O)(=O)N3CCCC3)ccc21)NCc1ccccc1Br	3.3%
O=C(O)CCn1cnc2onc(-c3ccccc3Cl)c2c1=O	-14.5%
O=C(Cn1c(-c2cccs2)cc2ccccc21)NCCCN1CCN(c2ccc(F)cc2)CC1	-5.7%
Cc1ccc(NC(=O)CCCN2C(=O)COc3ccc(C)cc32)c(Cl)c1	-7.0%
COc1ccccc1NC(=O)C1CCN(S(=O)(=O)c2ccc3[nH]c4c(c3c2)CCCCC4)CC1	-4.8%
CCCC(=O)Nc1nnc(S(=O)(=O)N(C)c2ccccc2)s1	0.849µM*
COc1ccc(N2CCN(C(=O)c3cc(-c4ccc(C)c(F)c4)on3)CC2)cc1	-9.1%
COc1ccc(-c2csc3ncnc(Nc4ccc(OC)cc4OC)c23)cc1	-0.4%
CCOc1cccc(C(=O)Nc2cc(C)c(O)c(-c3nc4ncccc4o3)c2)c1	?
Cc1cccc(NC(=O)c2cnc3sc(N4CCCC4)nn3c2=O)c1C	-0.3%
CCOC(=O)c1c(C)c(C(=O)NCc2ccc(Cl)cc2)c(C)n1C	-6.4%
O=C(CCCCCn1c(=O)[nH]c2ccsc2c1=O)NCc1ccccc1	-1.8%
CCC(C)NC(=O)Cn1c(=O)n(-c2ccc(C)c(C)c2)c(=O)c2c3c(sc21)CCCCC3 (centres undefined)	4.4%
CCC(C)NC(=O)CSc1nc2n[nH]c(C)c2c(=N)n1-c1cc(Cl)ccc1C (centres undefined)	0.5%
CC1CCCCN1C(=O)c1ccc2c(c1)N(Cc1ccc(Cl)cc1)C(=O)c1ccccc1S2=O (centres undefined)	2.5%
COC(=O)c1c(C)oc2c1cc(NS(=O)(=O)c1c(C)cc(C)cc1C)c1ccccc12	?
COc1ccc(N2CCN(C(=O)Cn3cnc4sc(C)c(S(=O)(=O)N5CCC(C)CC5)c4c3=O)CC2)cc1	-1.1%
CCN(c1ncnc2c1cnn2-c1cc(Cl)ccc1C)C1CCCCC1	-1.6%
CCCS(=O)(=O)c1ncc(Cl)c(C(=O)Nc2scc(-c3ccccc3)c2C(=O)OCC)n1	?
Cn1c(=O)[nH]c(=O)c2c1nc1n(CCO)c(-c3ccccc3)cn21	3.1%
Cc1ccc(-c2noc(-c3cc(-c4ccc(F)cc4)n[nH]3)n2)cc1	-10.1%
CC(C)C(=O)Nc1ccccc1C(=O)OCc1cc(=O)n2nc(C3CC3)sc2n1	0.6%
Cc1ccc(-n2ncc3c(NCCCc4ccccc4)ncnc32)cc1	?
Cc1ccc(NC(=O)CN2C(=O)COc3ccc(S(=O)(=O)NC4CCCC4)cc32)cc1Cl	-15.4%
COC(=O)c1c(-c2cccs2)csc1NC(=O)COc1ccc(C)cc1	-18.4%
Cc1ccc(CNC(=O)CSc2nc3ccsc3c(=O)n2-c2ccc(Br)cc2)cc1	-4.9%
COc1cc(CNC(=O)c2sc3ncccc3c2-n2cccc2)cc(OC)c1OC	0.2%
COc1ccc(CCNC(=O)CCn2c(=O)c3ccccc3n(Cc3ccccc3C)c2=O)cc1OC	0.0%
COc1ccc(CNC(=O)c2cnn(-c3ccccc3)c2-n2cccc2)cc1OC	-1.1%
Cc1ccc(Cl)cc1N1CCN(C(=O)c2cnn(-c3ccc(Cl)cc3)c2C2CCNCC2)CC1	3.4%
COC(=O)CN1C(=O)CSc2ccc(S(=O)(=O)Nc3cc(C)ccc3C)cc21	-3.3%
COc1ccc(-c2nc(SCC(=O)Nc3cccc(C(C)=O)c3)n[nH]2)cc1	6.75µM*
COc1ccc(NC(=O)Nc2cc(C(=O)NCc3ccc(C)cc3)ccc2N2CCCC2)cc1	2.1%
Cc1cccc(CSc2cn(CC(=O)N3CCCCC3)c3ccccc23)c1	?
COc1cc(OC)cc(C(=O)Nc2nc(-c3nnn(-c4ccc(F)c(Cl)c4)c3C)ns2)c1	-9.4%
COc1cccc(OCc2nc3ccccc3n2CCOc2cccc(C)c2)c1	-18.4%
(cont.)
SMILES	FLuc modulator
COc1ccc(CNc2nc3c(-c4ccccc4)nnn3c3ccccc23)cc1	4.3%
COCCNC(=O)c1cccc(-n2c(C)nc3cccnc32)c1	0.1%
O=S(=O)(NCc1ccc(Cl)cc1)c1ccc(-c2cnc(C3CC3)o2)cc1	1.4%
COc1ccc(C)cc1NC(=O)Cn1cc(S(=O)(=O)Cc2ccccc2Cl)c2ccccc21	-2.0%
Cc1ccc(NC(=O)CCc2nnc3n(CC(C)C)c(=O)c4ccccc4n23)cc1C	3.4%
COCCCNc1oc(-c2ccc(COc3ccc(Cl)cc3)o2)nc1C#N	-13.8%
CCCCOc1ccc(Cn2c(=O)sc3ccccc32)cc1OC	-13.1%
CC(C)OCCCn1c(=O)c2ccccc2n2c(-c3ccccc3F)nnc12	-7.8%
Cc1ccc(CNc2nc(-c3ccco3)nn2S(=O)(=O)c2ccc3ccccc3c2)cc1	-12.2%
CCOc1ccccc1C(=O)Nc1ccc2nc3c(c(Nc4ccc(OC)c(OC)c4)c2c1)CCCC3	1.0%
Cc1cc(Nc2cccc(C(F)(F)F)c2)nc2ccc(NC(=O)Cc3ccc(Cl)cc3)cc12	-0.3%
CCc1nn(CC(=O)N(C)Cc2ccccc2)c(=O)c2cc3sccc3n12	-10.2%
CSc1ccc(CNC(=O)C2CCN(c3nnc(-n4cccc4CNc4ccc(C)cc4)s3)CC2)cc1	?
O=C(c1ccco1)N1CCN(c2nc3c(Cl)cccc3s2)CC1	?
Cc1ccc(N2C(=O)C(CC(=O)Nc3ccccc3)N(CCC3=CCCCC3)C2=O)cc1 (centres undefined)	?
COc1ccc(Cn2ccc3nc(C)c(C(=O)N4CCN(c5ccccc5F)CC4)cc3c2=O)cc1	-8.2%
CCCNc1ccc(-c2nc(-c3ccco3)no2)cc1[N+](=O)[O-]	?
CCOC(=O)C1CCN(S(=O)(=O)c2cc(Br)cc3c2N(C(=O)CC)CC3)CC1	-1.0%
COc1cc(Nc2nc3c(S(=O)(=O)c4ccccc4)nnn3c3ccc(Cl)cc23)cc(OC)c1	-4.0%
COc1ccc(CNC(=O)C(=O)Nc2cc(Cl)ccc2OC)cc1	-0.4%
COc1ccccc1CNc1nc2nc(C)c(Cl)c(C)n2n1	-5.4%
O=C(Nc1nc2ccc(F)cc2s1)c1nc(SCc2ccccc2F)ncc1Cl	0.5%
CCOc1ccc(C(=O)Nc2ccc(S(=O)(=O)Nc3nc(C)cc(C)n3)cc2)cc1OC	-5.5%
CCC(=O)N1CCc2cc(Br)cc(S(=O)(=O)CCC(=O)NCc3ccccc3OC)c21	-9.5%

Looked up by structure from the entries so far (2):
SMILES	FLuc modulator
CSc1ccc(CNC(=O)C2CCN(c3nnc(-n4cccc4CNc4ccc(C)cc4)s3)CC2)cc1	?
CCCNc1ccc(-c2nc(-c3ccco3)no2)cc1[N+](=O)[O-]	?

The listing continues:
SMILES	FLuc modulator
CCOc1ccccc1CNC(=O)c1[nH]c2ccccc2c1Sc1ccccc1	-9.0%
Cc1ccc(Cn2c(SCc3ccc(C(=O)N4CCCCCC4)cc3)nc3ccncc32)cc1	?
Cc1cc(C)n(C(C)CC(=O)NCc2ccc(N(C)C)cc2)n1 (centres undefined)	-4.8%
Cc1ccc(CSc2nc3cccnc3n2Cc2ccc(C(=O)NC3CCCCC3)cc2)cc1	0.338µM*
CC(CNC(=O)c1cc2cc(S(=O)(=O)N3CCCCC3)ccc2n1C)c1ccccc1 (centres undefined)	-4.9%
Cc1ccc(CNC(=O)C2COc3ccccc3C2)cc1 (centres undefined)	1.6%
Cc1ccc(NC(=O)CCn2nc(C)c3c(C)n(-c4ccccc4)nc3c2=O)cc1Cl	-2.6%
CCN(CC)S(=O)(=O)c1ccc(NC(=O)NCc2noc3ccc(C)cc23)cc1	-2.3%
Cc1ccccc1C(=O)NCC(c1cccnc1)N1CCc2ccccc21 (centres undefined)	0.1%
COc1cc(-c2nc3cccc(C)n3c2Nc2ccc3c(c2)OCCO3)ccc1O	-1.8%
COc1ccc(C(=O)c2oc3ccccc3c2NC(=O)c2ccc(F)cc2)cc1	0.3%
Clc1ccccc1Cn1c(-c2cccs2)nc2ccccc21	?
CCC(Sc1nc2nccnc2c(=O)n1Cc1ccc(OC)cc1)C(=O)NC1CCCCC1 (centres undefined)	2.7%
COc1cc(C(=O)Nc2cc(C)ccc2OCc2cc(=O)n3cc(C)sc3n2)cc(OC)c1OC	2.3%
COc1ccc(OC)c(S(=O)(=O)N2Cc3ccccc3CC2C(=O)Nc2ccc(C(C)=O)cc2)c1 (centres undefined)	-4.0%
Cc1nc(-c2ccc(S(=O)(=O)N3CCN(c4ccccc4F)CC3)cc2)co1	2.0%
Cc1ccc(C(C)C)c(OCCSc2nc3ccccc3n2CC(O)CO)c1 (centres undefined)	-15.3%

Assay outcomes as filed in PubChem BioAssay.
